Screening results: PubChem BioAssay, National Center for Advancing Translational Sciences (NCATS)
TGFb SMAD3 inh = qHTS for Inhibitors of TGF-b. hit rate 1.2% among 410,000. HepG2 CAGA-GFP TGF-b/SMAD3 reporter, GFP fluorescence, 18 h; TGF-beta stimulated, 500 pg/mL final. Potency, µM (titrated, usually from 46.1 µM), for inactives: at the highest dose activity, negative = inhibition, most hits filed as inhibitors. AID 588855, 2011; note: potency is the fitted concentration of half-maximal effect; % is set by controls: 0 for no effect and ±100 for the full control effect; nearly all actives have a fitted effect of over 65% in size
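Smad-responsive CAGA-GFP expression was quantified in HEPG2 cells exposed to compounds and 500 pg/mL final TGF-beta for 18 h at 37 degrees C; unstimulated wells defined full inhibition.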
HepG2 viability = qHTS for Inhibitors of TGF-b: Cytotox Counterscreen. HepG2 CAGA-GFP viability, ATP luminescence, 18 h. Potency, µM (highest dose often 46.1 µM), for inactives: at the highest dose activity change, negative = cytotoxicity, most hits filed as cytotoxic. hit rate 0.76% among 410,000. AID 588856, 2011; note: potency is the fitted concentration of half-maximal effect; some results filed as inactive show a strong effect at the top dose
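HepG2 CAGA-GFP cells (1000/well, DMEM with 1% FBS) received compound, then TGF-beta at 500 pg/mL final, and were incubated 18 hours at 37 degrees C. Viability was read by CellTiter-Glo luminescence. Media-only wells were set as complete cell-killing and DMSO as no toxicity.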
Nrf2 block = Nrf2 qHTS screen for inhibitors; A549 ARE-Fluc reporter, luciferase luminescence, 18-24 h; Potency, µM (top dose mostly 46 µM), without a hit: at the top dose activity change, negative = inhibition, hits mostly inhibitors; hit rate 2.1% among 360,000; AID 504444, 2011; note: potency is the fitted concentration of half-maximal effect; % is set by controls: 0 for no effect and ±100 for the full control effect; nearly all actives have a fitted effect of over 60% in size
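Reporter: ARE-Fluc in A549. Exposure: 18-24 h, 37 °C, 5% CO2, 5% FBS OPTI-MEM. Readouts: fluorescent cytotoxicity (CellTiter-Fluor), then luminescent Nrf2 signal after BugLite.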
ATXN2 expr inh = Primary qHTS for Inhibitors of ATXN expression; HEK-293 ATXN2-luciferase reporter, luminescence, 24 h; Potency, µM (highest dose often 57 µM), without a hit: at the top dose activity change, negative = inhibition, usual class: inhibitors; AID 1745845, 2022; hit rate 0.72% among 360,000; note: potency is the fitted concentration of half-maximal effect; % is set by controls: 0 for no effect and ±100 for the full control effect; nearly all actives have a fitted effect of over 55% in size
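ATXN2-luciferase reporter cells (luciferase flanked by upstream and downstream ATXN2 gene portions) were treated 24 h at 37 °C with compounds at up to 57 uM. SteadyGlo luminescence gave expression; GF-AFC fluorescence gave viability.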
Nrf2 activator = qHTS of Nrf2 Activators. AREc32 ARE-luciferase reporter (MCF7-derived line), luminescence, 24 h. Potency, µM (top dose mostly 46.1 µM), for inactives: at the highest dose activation, most hits filed as activators. hit rate 0.31% among 410,000; note: potency is the fitted concentration of half-maximal effect; % of control where 0% means no effect; nearly all actives have a fitted effect of over 65% in size
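Steps: seed AREc32_Fluc cells (1000/well, 5% FBS OPTI-MEM); incubate overnight at 37 deg C; add 23 nL compound; incubate 24 hr; add Steady-Glo; hold 30 min RT; read luminescence.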
S2 tox = Viability Counterscreen for Primary qHTS for Inhibitors of ATXN expression; S2 cells (HEK-293 line with an ATXN2-luciferase reporter) viability, CellTiter-Fluor protease fluorescence, 24 h; Potency, µM (titrated, usually from 56.7 µM), most hits filed as cytotoxic; hit rate 0.49% among 400,000; AID 651635, 2014; note: potency is the fitted concentration of half-maximal effect; nearly all actives have a fitted effect of over 40% in size
IL1B secr inh = qHTS for Inhibitors of Inflammasome Signaling: IL-1-beta AlphaLISA Primary Screen; hit rate 4.7% among 360,000; THP-1 LPS/ATP IL-1B secretion, AlphaLISA, 16 h; stronger effect = lower value; activity change, % at 57.5 µM; AID 743279, 2014; in the data active = activity change below about -50%; inconclusive = mostly about -30% to -49%; note: % is set by controls: 0 for no effect and ±100 for the full control effect
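THP-1 cells pretreated 1 hr with compounds (up to 57.5 uM final), then stimulated with LPS (250 ng/mL final) plus ATP (1.25 mM final); secreted IL-1B measured by AlphaLISA after 16 hr, decreased signal indicating inhibition.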
A549 tox = Nrf2 qHTS screen for inhibitors: counterscreen for cytotoxicity. A549 ARE-Fluc cells, CellTiter-Fluor viability, 18-24 h. hit rate 0.16% among 390,000. Potency, µM (top dose mostly 46 µM), for the others: at the top dose activity change, negative = cytotoxicity, actives largely listed as inhibitors; note: potency is the fitted concentration of half-maximal effect; % is set by controls: 0 for no effect and ±100 for the full control effect
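A549 ARE-Fluc cells in 5% FBS OPTI-MEM, 5000 cells/well, rested 2 h then exposed to compounds in concentration-response for 18-24 h at 37 °C. Viability by CellTiter-Fluor fluorescence (Ex 405/Em 525) after 30 min; luciferase luminescence (BugLite, 15 min, RT) read afterwards.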
MCF10A rereplic = A quantitative high throughput screen for small molecules that induce DNA re-replication in MCF 10a normal breast cells. MCF 10A DNA re-replication, Hoechst nuclear intensity, 48 h. Potency, µM (doses to about 46.1 µM), for inactives: at the highest dose activity, positive = re-replication, actives largely listed as activators. hit rate 2.9% among 350,000; note: potency is the fitted concentration of half-maximal effect; % of control where 0% means no effect; nearly all actives have a fitted effect of over 50% in size
* hit, by the source's call; i = inactive; ? = inconclusive; nt = not tested or not shown; & = joins results of further samples; [ ] = dose if it differs, or a comment. Unless noted, calls come from the whole dose curve; as a rule, active = well fitted curve in the direction sought with a large enough effect; inconclusive = small, poorly fitted or top-dose-only effect, or another doubt; inactive = no such curve, though single readings can be large; an effect the other way counts as inactive or inconclusive.

smiles | TGFb SMAD3 inh | HepG2 viability | Nrf2 block | ATXN2 expr inh | Nrf2 activator | S2 tox | IL1B secr inh | A549 tox | MCF10A rereplic
Cc1c(OCC(=O)N[C@H](C(=O)O)c2ccccc2)ccc2c3c(c(=O)oc12)CCCC3 | 23% | -1% | -18% | -9% | -0.1% | i | -7 | -1% | ?
CCN(CC)C(=O)C1=C(C)Nc2nc3ccccc3n2C1c1cccc(Cl)c1 (stereo not given) | -19% | -7% | -26% | -11% | -0.3% | i | nt | 0% | nt
CCOC(=O)C1=C(N)Oc2c(c(=O)[nH]c3ccccc23)C1c1ccccc1 (stereo not given) | 0% | -26% | -1% | -18% | 7.2% | ? | 25 | -20% | ?
CCN(CC)CCCN1C(=O)C(=O)/C(=C(/O)c2ccc3c(c2)OCCO3)C1c1ccco1 (stereo not given) | -17% | -1% | 12% | 22% | 0.6% | i | -2 | -4% | 0%
CC1CC(C(F)(F)F)n2nc(C(=O)O)cc2N1 (stereo not given) | ? | 11% | ? | -5% | 0.2% | i | 3 | -6% | 1%
Cn1c(SCC#N)nnc1-c1cccnc1 | 0% | -17% | -5% | -27% | -0.2% | ? | 0 | 9% | 105%
CC(=O)N(c1ccccc1C)S(=O)(=O)c1ccc(Cl)cc1 | -6% | -26% | 5% | -24% | -0.2% | i | 63 | 1% | ?
CCCc1ccc(OCc2ccc(C(=O)N3CCN(c4ccccn4)CC3)o2)c(OC)c1 | ? | -26% | ? | ? | 2.3% | i | -10 | ? | 9.2µM*
Cc1cc(SCC(=O)O)nc2ccccc12 | ? | 20%&-19% | -1%&-3% | 16%&-30% | 0.0%&-0.2% | i | 0 | 0%&1% | -20%&4%
CN(C(=O)CN1C(=O)NC2(CCCc3ccccc32)C1=O)C1CCCCC1 (stereo not given) | 0% | 0% | 9% | 1% | -0.4% | i | 19 | 2% | 0%
O=C(NCCCN1CCN(c2ccc(F)cc2)CC1)c1sc2ncccc2c1-n1cccc1 | ? | -27% | nt | ? | 4.4% | ? | nt | -4% | nt
Cc1ccc(N2C(=O)CC(Sc3ncn[nH]3)C2=O)cc1 (stereo not given) | -9% | -20% | 16% | -8% | 0.5% | i | -6 | -4% | -5%
CN1CC(=O)N(CC(=O)NC2CCCCC2)C1=O | 24% | 5% | -1% | 1% | -0.1% | i | 11 | 0% | 1%
CC(C)CN(C(=O)CCC(=O)OCC(=O)N(C)c1ccccc1)c1c(N)n(CC(C)C)c(=O)[nH]c1=O | -10% | 5% | 10% | -2% | 0.3% | i | 3 | -4% | 1%
Cc1ccc(C(=O)N/C(=C/c2ccco2)C(=O)Nc2cccc(C)c2)cc1 | 3% | -12% | ? | 8% | 6.3% | i | -24 | -3% | ?
COc1cccc(/C=C2\SC(=O)N(CC(=O)NC3CCS(=O)(=O)C3)C2=O)c1 (stereo not given) | 11% | 6% | 7% | 19% | 8.8% | i | -6 | -3% | -2%
CN(C)CCN(C(=O)CCS(=O)(=O)c1ccccc1)c1nc2cc3c(cc2s1)OCO3 | -30% | -60% | 17% | 0% | 2.7% | i | -10 | 8% | 2%
COc1ccc(N2CCSC2C(=O)NN)cc1 (stereo not given) | -10% | 2% | 4% | 7% | 0.2% | i | -11 | 11% | 5%
Cc1ccc2c(c1)c(C)c(C)n2CC(O)CN1CCOCC1 (stereo not given) | -1% | -8% | 29% | -5% | -0.1% | i | 0 | 17% | 28%
CC1CCN(C(=O)CSc2nnc(CSc3ncccn3)n2C)CC1 | -12% | 0% | 0% | 0% | -0.8% | i | -12 | -2% | -2%
O=C(NNC(=O)c1ccccc1-n1cccc1)c1cncc(Br)c1 | -5% | 3% | -16% | 2% | -0.1% | i | 6 | -9% | 1%
COc1ccccc1CN1C(=O)C(C)ON=C1c1ccccc1F (stereo not given) | 1% | -8% | nt | -2% | -0.7% | i | 21 | nt | nt
CCC(COC(=O)Nc1ccccc1)NC(=O)OC(C)C (stereo not given) | 4% | -7% | ? | 24% | 0.3% | i | -19 | -3% | 13%
C=CCN1C(=O)/C(=C2/Sc3ccc(OC)cc3N2C)SC1=NCc1ccccc1 | 0% | 1% | 4% | -24% | -0.6% | i | 1 | -12% | 0%
CCC1(c2ccc(F)cc2)NC(=O)N(CC(=O)N2c3ccccc3NC(=O)C2(C)C)C1=O (stereo not given) | 49%[activator] | 1% | ? | 6% | -0.1% | i | -12 | 1% | ?
O=C(c1ccc(-n2cncn2)c([N+](=O)[O-])c1)N1CCN(S(=O)(=O)c2ccccc2Br)CC1 | 0% | 28% | 1% | 3% | 0.3% | i | -13 | 2% | 2%
O=C(Nc1ccc(N2CCOCC2)c(Cl)c1)c1ccc2c(c1)OCCO2 | 0% | 1% | ? | 3% | 3.3% | i | ? | 15% | ?
CCC(=O)N1CCCc2cc(S(=O)(=O)N3CCC(C(=O)Nc4ccccc4CC)CC3)ccc21 | -10% | -1% | nt | 0% | -0.3% | i | nt | 0% | nt
O=S(=O)(NC1CCCCC1)c1ccc(Cl)nc1 | -20% | 0% | 7% | -9% | -0.6% | i | 9 | 1% | -12%
O=C(Nc1cccc(C(=O)O)c1)/C(=C/c1cccc([N+](=O)[O-])c1)NC(=O)c1cccc(Br)c1 | -6% | 9% | -10% | -4% | -0.6% | i | 7 | 0% | -4%

An excerpt from above in order of heavy-atom count, lowest first:
smiles | TGFb SMAD3 inh | HepG2 viability | Nrf2 block | ATXN2 expr inh | Nrf2 activator | S2 tox | IL1B secr inh | A549 tox | MCF10A rereplic
O=S(=O)(NC1CCCCC1)c1ccc(Cl)nc1 | -20% | 0% | 7% | -9% | -0.6% | i | 9 | 1% | -12%
O=C(Nc1ccc(N2CCOCC2)c(Cl)c1)c1ccc2c(c1)OCCO2 | 0% | 1% | ? | 3% | 3.3% | i | ? | 15% | ?
CCC1(c2ccc(F)cc2)NC(=O)N(CC(=O)N2c3ccccc3NC(=O)C2(C)C)C1=O (stereo not given) | 49%[activator] | 1% | ? | 6% | -0.1% | i | -12 | 1% | ?

Next section
smiles | TGFb SMAD3 inh | HepG2 viability | Nrf2 block | ATXN2 expr inh | Nrf2 activator | S2 tox | IL1B secr inh | A549 tox | MCF10A rereplic
O=C(CC12CC3CC(CC(C3)C1)C2)NC(=S)NCc1ccccc1 | 11% | -1% | 8% | 9% | -0.7% | i | -10 | ? | ?
CC(C)S(=O)(=O)c1csc(C(=O)Nc2ccc(F)cc2)c1N | -27% | -65% | ? | 43%[activator] | -0.9% | i | -27 | -6% | 14%
Cc1ccc(NC(=O)CSc2n[nH]c(-c3ccncc3)n2)cc1C | ? | -14% | 1% | -5% | 2.6% | i | 8 | -4% | 4%
CSc1ccccc1-c1nnc(-c2ccccc2)o1 | 7% | 4% | nt | 90%[activator] | ? | i | -4 | -1% | -23%
O=[N+]([O-])c1ccc(Sc2ccccn2)nc1 | -19% | -12% | -12% | 38% | 25% | i | 9 | -1% | -2%
Cn1c(Cn2c(=O)sc3ccccc32)nnc1SCC(=O)NCc1ccco1 | 0% | 0% | 10% | -2% | 0.1% | i | 2 | -2% | ?
Cc1ccc(NC(=O)Cn2c(=O)n(Cc3ccc4c(c3)OCO4)c(=O)c3ccccc32)cc1 | 1% | 0% | -6% | -11% | 0.5% | ? | nt | -4% | nt
O=C(COc1ccc(-c2ccccc2)cc1)NNC(=O)Nc1ccccc1 | -2% | -3% | 9% | nt | -0.5% | i | 3 | 9% | 15%
CCOC(=O)[C@]12CCC=C1N(Cc1ccc(Cl)cc1Cl)C(=O)[C@H](CC(=O)N1CCC(c3ccccc3)CC1)C2 | nt | nt | nt | -12% | 0.8% | i | -7 | nt | nt
COc1ccc2nc(C)cc(Nc3cccc(C(=O)O)c3)c2c1 | -5% | 2% | 1% | 3% | -1.3% | i | 11 | 13% | 10%
COC(=O)N/N=C/c1cc(C)n(-c2cccc3ccccc23)c1C | ? | 4% | -3% | 5% | 2.2% | i | -15 | -5% | ?
Cc1ccc(-c2noc(CN(C3CCCCC3)S(=O)(=O)c3ccc(Cl)cc3)n2)cc1 | -18% | -5% | -6% | nt | -1.0% | nt | nt | 10% | nt
COc1cccc(CNc2ccc(N3CCCCC3)cc2)c1OC | ? | -4% | nt | 63%[activator] | 0.2% | i | -3 | -1% | ?
CC(C)(C)c1ccc(S(=O)(=O)N2CCN(c3ncccn3)CC2)cc1 | 19% | 8% | -14% | -21% | 0.1% | i | 33 | 0% | -36%[inhibitor]
Cc1sc(NC(=O)Nc2ccccc2)c(C(N)=O)c1C | -6% | -3% | ? | 24%[11.3 µM] | 12% | i | -76* | -15% | 1%
CCCc1cc(N2CCOCC2)n2ncc(-c3ccccc3)c2n1 | 1% | -4% | ? | 29% | -1.0% | i | -17 | -1% | 21%
COc1cc(CCC(=O)OCC(=O)Nc2ccc(C)cc2Cl)cc(OC)c1OC | 12% | -16% | 5% | -2% | -0.7% | i | -4 | -1% | -14%
COc1ccc(CCNC(=O)c2ccc3nc(-c4ccco4)c(-c4ccco4)nc3c2)cc1OC | 2% | -42% | 23µM* | ? | 3.3% | i | -53* | -19% | ?
O=C(Oc1c(CN2CCOCC2)cc(Cl)c2cccnc12)c1ccc(F)cc1 | ? | -39% | 23µM* | ? | 2.2% | ? | 36 | nt | 3.3µM*
Cc1cccc(NC(=O)c2nc[nH]c2C(=O)N[C@@H](C)c2ccccc2)c1 | ? | -45% | -29% | ? | -3.9% | nt | ? | 0% | ?
O=C(NCCCN1CCOCC1)c1ccc(Sc2ccc(F)cc2)c([N+](=O)[O-])c1 | -4% | -11% | 10% | 3% | 2.0% | i | -28 | -8% | -7%
O=C(NC1CCCCC1)C(c1ccncc1)N(C(=O)c1csnn1)c1ccc(F)cc1 (stereo not given) | -1% | -28% | 1% | 13% | 1.4% | i | -18 | 4% | -26%
